PDI turbidity = inhibitors of human PDI, primary screen, biochemical, turbidity, single point, plate reader | Protein disulfide-isomerase (Homo sapiens), P07237 | PDI insulin aggregation turbidity, A650, 90 min | inhibition, % at 10 µM | hit rate 0.052% among 350,000 | AID 588391, 2011;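 active means mean inhibition across replicates of 30% or more, whatever share of single replicates reach that level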;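 further: absorbance from insulin aggregation driven by PDI reduction with DTT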
Target sequence (P07237 whole entry, looked up): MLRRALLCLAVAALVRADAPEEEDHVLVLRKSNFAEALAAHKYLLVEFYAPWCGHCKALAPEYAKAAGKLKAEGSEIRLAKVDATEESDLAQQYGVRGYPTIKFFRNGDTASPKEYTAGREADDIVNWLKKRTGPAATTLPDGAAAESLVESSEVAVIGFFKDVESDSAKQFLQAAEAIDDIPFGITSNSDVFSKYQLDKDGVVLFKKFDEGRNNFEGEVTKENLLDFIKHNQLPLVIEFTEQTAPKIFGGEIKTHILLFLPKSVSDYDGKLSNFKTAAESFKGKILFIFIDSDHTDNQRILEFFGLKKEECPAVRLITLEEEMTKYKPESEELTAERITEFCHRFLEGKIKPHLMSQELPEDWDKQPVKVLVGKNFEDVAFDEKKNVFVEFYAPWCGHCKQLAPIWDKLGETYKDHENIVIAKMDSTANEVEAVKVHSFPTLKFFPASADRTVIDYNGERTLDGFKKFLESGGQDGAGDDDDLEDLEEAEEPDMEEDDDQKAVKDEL
Glyco luc inh = increase of ERlucT glycosylation luciferase signal, primary screen, N-linked glycosylation inhibitor project, D54 ERlucT cells, luminescence, set 2; D54 ERlucT glycosylation luciferase reporter, 24 h; percent of 100 nM tunicamycin response; reporter increase, % at 12.5 µM; hit rate 0.23% among 360,000; AID 588692, 2011;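 active means mean luciferase reporter signal, scaled so untreated is 0 and the glycosylation-blocking control 100, at or above a set limit in every replicate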;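 further: luciferase carries N-glycosylation sites so blocking glycosylation raises the light; 0% = median of neutral control wells and 100% = median of 100 nM tunicamycin wells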
MC4R ag barr = MC4R agonists recruiting beta-arrestin, primary screen, cell-based, luminescence, agonist arm of biased-ligand search; Melanocortin receptor 4 (Homo sapiens), P32245; U2OS MC4R beta-arrestin complementation; percent of melanotan II response, DMSO zero; activation, % at 8.9 µM; hit rate 0.98% among 360,000; AID 540308, 2011;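 active means activation above a per-plate cutoff, the mean activation of sample wells on that plate plus 3 SD, cut at about 8% in these data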
Target sequence (P32245 whole entry, looked up): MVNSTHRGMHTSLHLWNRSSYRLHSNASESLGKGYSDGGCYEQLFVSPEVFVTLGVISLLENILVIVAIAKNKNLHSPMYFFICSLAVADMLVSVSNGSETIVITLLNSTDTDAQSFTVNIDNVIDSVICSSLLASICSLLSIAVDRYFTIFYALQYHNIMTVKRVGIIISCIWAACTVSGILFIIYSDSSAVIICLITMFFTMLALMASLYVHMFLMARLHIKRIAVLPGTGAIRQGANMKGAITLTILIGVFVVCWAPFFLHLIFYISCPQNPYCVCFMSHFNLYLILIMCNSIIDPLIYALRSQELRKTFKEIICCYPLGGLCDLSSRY
ABCB6 inh MLPCN = ABCB6 transporter inhibitors, primary screen, K562-ABCB6 cells, flow cytometry, MLPCN library; fluorescence ratio to DMSO, % at 10 µM; K562-ABCB6 porphyrin accumulation, 1 h; active compounds read low; AID 602162, 2011; ATP-binding cassette sub-family B member 6 (Homo sapiens), Q9NP58; hit rate 0.19% among 360,000;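 active means fluorescence ratio to DMSO below 75%, the collection mean minus 3 SD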;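 further: signal is porphyrin accumulated inside mitochondria; 100% equals median channel fluorescence of DMSO control wells; lower ratio means ABCB6 inhibition with less porphyrin fluorescence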
CaV13 FRET inh = Disruptors of the CACNA1D IQ motif to Ca2+-dependent inactivation inhibitor domain association, primary screening, Förster resonance energy transfer in intact living …; HEK cells, CFP/YFP FRET ICDI-IQ, plate reader, 10 min; percent FRET-ratio fall versus neutral wells; inhibition, % at 12.3 µM; hit rate 0.098% among 340,000;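 active means mean replicate inhibition of at least 30% and at least 1% of replicates passing that level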;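 further: 0% = median of the neutral control wells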
MC4R antag cAMP = MC4R antagonists of cAMP signaling, primary screen, cell-based, TR-FRET, antagonist arm of biased-ligand search; MC4R-expressing cells, MTII-stimulated cAMP, LANCE TR-FRET; inhibition, % at 6.5 µM; hit rate 0.48% among 360,000; AID 540295, 2011; Melanocortin receptor 4 (Homo sapiens), P32245;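 active means inhibition above its plate's cutoff, the mean of tested wells on that plate plus 3 SD, cut at about 29% in these data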;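 further: 0% = Melanotan II alone and 100% = Melanotan II plus saturating MCL0020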
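System – human MC4R-expressing U2OS cells · Also added – Melanotan II · Dosing – one concentration, 6.5 µM nominal · Timing – 30-min compound, 1-h challenge, 1-h detection, room temperature · Measured by – Eu-cAMP/anti-cAMP TR-FRET, emission 671 nm · Replicates – singlicate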
Cardio protect = cardioprotection against H2O2-induced cell death, primary screen, uHTS, H9c2 cells, ATPLite luminescence. hit rate 0.63% among 360,000. H9c2 cardiomyocytes, H2O2 injury protection, 2 h. protection from H2O2 cell death, % at 20 µM;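 active means compounds giving at least 50% protection of heart cells from peroxide-induced death in the single-dose screen, raw or plate-pattern-corrected value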;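 further: 0% = DMSO wells with peroxide and 100% = DMSO wells without peroxide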
aDG glyco act = activators of alpha-DG glycosylation, primary screen, uHTS, Pro5-aDG cells, AlphaScreen | alpha-DG glycosylation AlphaScreen (IIH6); 0% Pro5, 100% B10-LARGE cell signal | activation, % at 10 µM | hit rate 0.22% among 360,000 | AID 624168, 2012;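 active means activation of at least 8% versus controls, or a plate z-score of at least 8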;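 further: Pro5 are CHO cells carrying HIG-tagged alpha-DG that lacks glycosylation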
Vif inh = HIV Vif self-association inhibitors, primary screen, imaging, HEK293T, single point. AID 602346, 2012. inhibition, % at 7.49 µM. HEK293T cells, Vif self-association by quenched fluorescence, 24 h. hit rate 0.35% among 340,000; in the data active means inhibition above about 50%, passing the limit was not always enough; further: some results filed as inactive read as strong as hits
HTR2A ag = mouse Htr2a agonists via beta-arrestin recruitment, primary screen, cell-based, luminescence; hit rate 0.66% among 360,000; activation, % at 7.6 µM; AID 624169, 2012; 5-hydroxytryptamine receptor 2A (Mus musculus), P35363; CHO-K1 mHTR2A beta-arrestin complementation; percent of 30 µM serotonin response;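 active means activation above a run cutoff, the mean activation of all tested compounds plus 3 SD, cut at about 14% in these data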;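 further: 0% = plate median of compound wells and 100% = 30 µM serotonin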
* marks the source's active call; other numbers are inactive results; nt = no result given. Random draw from the library; 3.6% or so of the library scored in one or more.

SMILES | PDI turbidity | Glyco luc inh | MC4R ag barr | ABCB6 inh MLPCN | CaV13 FRET inh | MC4R antag cAMP | Cardio protect | aDG glyco act | Vif inh | HTR2A ag
CCC(C)NC(=O)c1ccc(CSCc2ccc(Cl)cc2)o1 (centres undefined) | -2 | -1 | -2.5 | 97 | -4 | 9 | -8 | 0.1 | 13 | -7
[O-][n+]1c2ccccc2c2n1CCN1CCOC21c1ccc(Cl)cc1 (centres undefined) | -1 | 0 | -0.8 | 101 | -5 | 3 | 13 | 1.5 | 11 | 12
CCc1nn(-c2ccccc2)c(=S)c2ccccc12 | 1 | 4 | -2.0 | 99 | -6 | 14 | -3 | 0.4 | -3 | -2
NS(=O)(=O)c1cccc(NC(=O)COC(=O)CCCc2c[nH]c3ccccc23)c1 | -1 | 2 | -0.5 | 88 | -5 | 6 | 4 | 0.1 | -4 | -3
CCOC(=O)N1CCc2c(sc(NC(=O)CN(CC)CC)c2C#N)C1 | 5 | -1 | -1.6 | 97 | -18 | 7 | -3 | 0.1 | 2 | -4
COc1cc(CC(=O)N2CCC(n3nccc3NC(=O)C3CC3)CC2)cc(OC)c1OC | -5 | -1 | -3.0 | 103 | -5 | 14 | -4 | -0.1 | -5 | 8
Cc1ccc2cc(CN(Cc3ccccc3)Cc3nnnn3C3CCCC3)c(=O)[nH]c2c1 | 5 | -6 | 8.0 | 104 | -9 | 2 | -4 | 0.0 | -1 | 4
Cc1csc(CNC(=O)C2CCC(=O)N(CCCc3ccccc3)C2)n1 (centres undefined) | -6 | 1 | -0.1 | 96 | -4 | -5 | 0 | -0.1 | -4 | 4
COC(=O)C(=CC(=CN(C)C)C=C(C(=O)OC)C(=O)OC)C(=O)OC | -1 | 2 | -0.2 | 100 | -5 | -2 | 8 | 0.2 | 3 | -3
COC(=O)c1noc(-c2ccc(OC)cc2)n1 | 21 | -1 | 0.0 | 100 | -1 | 7 | -2 | -0.1 | 4 | 2
CS(=O)(=O)N(CC(=O)NCCSc1ccccc1)c1ccc2c(c1)OCO2 | -9 | 3 | 0.5 | 94 | -9 | 21 | 1 | -0.2 | -1 | -9
CN1CCC(=O)N([C@H](CSc2ccccc2)Cc2ccccc2)CC1 | -4 | 1 | 1.2 | 96 | -5 | 2 | 3 | 0.3 | -2 | -8
CSc1ncc(CN2CCCC(C(=O)Nc3ccc(-c4ccco4)cc3)C2)cn1 (centres undefined) | 0 | 1 | -2.9 | 96 | -15 | -1 | -1 | -0.1 | 9 | 4
O=C(Nc1ccc([N+](=O)[O-])cc1)c1cc2ccccc2nc1Cl | -1 | -3 | 1.5 | 102 | -4 | 1 | -19 | 0.6 | -25 | -3
Cc1ccc(C)c(N2CCN(C(=O)CCc3nc(-c4ccccc4F)no3)CC2)c1 | 5 | 1 | 1.7 | 97 | -6 | 0 | -6 | 0.0 | 1 | -1
CC(=O)Nc1ccc(-c2sc(Nc3ccccc3)n[n+]2C)cc1 | 8 | 1 | 0.1 | 93 | 25 | 5 | -3 | 0.0 | 20 | 9
COc1ccc(N2C(=O)Cc3c2nc(N)c(C#N)c3N)cc1 | -14 | 5 | 1.6 | 96 | 6 | -2 | 1 | 0.0 | -12 | 10
COc1cc(C)c(C)cc1S(=O)(=O)NC1CC(C)(C)NC(C)(C)C1 | 9 | 3 | -2.5 | 98 | -5 | 1 | -2 | -0.1 | -4 | -2
COc1cccc(CSc2nnc(CSc3nc4nc(C)cc(C)n4n3)s2)c1 | -2 | -1 | -1.0 | 101 | -8 | 5 | -2 | -0.1 | -15 | -4
O=C1CCc2cc(S(=O)(=O)N3CCCCC3)cc3c2N1CC3 | -2 | 4 | 0.6 | 93 | -6 | 7 | 2 | -0.2 | 8 | -2
COc1ccc(-c2csc(NC(C)c3nc4cc(Cl)c(N5CCCCC5)cc4n3CCCO)n2)cc1 (centres undefined) | 5 | 5 | 0.9 | 102 | -12 | 15 | -7 | 0.2 | -2 | 2
Cc1noc(C)c1COc1ccc(C(=O)Nc2ccccn2)cc1 | 8 | 2 | -1.8 | 98 | nt | 3 | 10 | 0.2 | 10 | 2
O=C(Nc1ccccc1F)c1ccc2c(c1)CCN2S(=O)(=O)c1ccccc1 | 13 | -3 | -2.5 | 100 | -7 | 5 | 0 | 1.1 | -6 | -8
COc1ccccc1-c1ccc(=O)n(CC(=O)NCC2CCCO2)n1 (centres undefined) | 1 | 2 | 0.9 | 101 | 0 | 19 | -6 | 0.0 | -2 | 2
Cc1ccc2c(c1)N(CC(=O)N1CCC(C)CC1)C(=O)c1cccnc1O2 | -9 | 0 | 0.7 | 100 | -4 | -1 | 3 | 0.0 | -6 | 4
COc1cccc(Nc2nc(C(N)C(C)C)cs2)n1 (centres undefined) | 5 | -2 | 1.2 | 98 | -9 | -10 | 8 | 0.2 | 14 | 12
COc1cc(NC(=O)CCC(=O)c2cccs2)cc(OC)c1 | -5 | 0 | -1.5 | 100 | -6 | 5 | -4 | 1.0 | -11 | -7
CC(=NNC(=O)c1ccc2nc[nH]c2c1)c1ccc(Br)cc1 | -8 | 2 | -0.9 | 99 | -6 | -1 | 5 | 0.2 | 63* | 3
CN=C1SC(CC(=O)Nc2ccc(C(C)=O)cc2)C(=O)N1C (centres undefined) | -4 | 2 | 0.6 | 101 | 1 | -2 | 2 | -0.2 | 27 | -3
CCN(CC)S(=O)(=O)c1ccc(/C=C/C(=O)O)cc1 | -7 | 2 | 0.8 | 95 | nt | 4 | -3 | 0.2 | nt | 2
CC1CC(=O)N(CC(=O)NCc2ccco2)c2ccccc2S1 (centres undefined) | -7 | 0 | -1.4 | 96 | nt | 2 | 8 | 0.0 | nt | 13
C/C=C(/C)C(=O)Nc1cccc(C2=NOC3(C2)C[C@@H](C(N)=O)N(C(=O)CC)C3)c1 (some centres undefined) | -1 | 0 | 0.8 | 99 | -4 | 12 | 13 | 0.3 | 15 | 0
Cc1cc(/C=C2/C(=N)N3C(=NC2=O)SN=C3S(C)(=O)=O)c(C)n1-c1ccccc1F | -4 | -1 | 3.0 | 98 | -5 | -5 | -10 | -0.1 | 4 | 1
Fc1ccc(CSc2nncn2NCc2ccccc2)cc1 | -3 | -3 | -0.6 | 94 | -5 | 16 | 1 | 0.0 | -2 | -2
COC(=O)c1ccc(OC(=O)c2cccnc2)cc1 | 0 | 2 | 1.3 | 101 | -17 | -4 | 4 | -0.2 | 0 | 1
CCOC(=O)C1(CCC(C)C)CC(CSc2nc3ccccc3[nH]2)OC1=O (centres undefined) | 18 | 3 | 0.4 | 96 | -7 | -4 | -10 | 0.2 | -6 | 1
O=C(c1ccccc1)c1ccc(N2CCOCC2)c(NC(=O)c2ccco2)c1 | 0 | -4 | 0.9 | 95 | -5 | -1 | 23 | -0.4 | -5 | 0
CCN(CCn1cccn1)C(=O)c1cc(COc2ccc(F)c(F)c2)on1 | 0 | 1 | -3.9 | 98 | -2 | 8 | -6 | -0.1 | 1 | 0
NC(=O)CCN1CCN(CCOC2Cc3cc(Cl)ccc3Sc3ccccc32)CC1 (centres undefined) | 5 | -3 | -0.4 | 98 | -10 | 9 | 20 | 1.2 | -3 | 3
Cc1cc(C)cc(-n2nc(C)cc2N)c1 | 4 | 4 | -0.8 | 99 | -7 | -2 | -4 | -0.1 | -1 | 9
c1ccc(-c2nnc3sc(CN4CCC5(CC4)OCCO5)cn23)cc1 | -10 | 0 | -1.1 | 97 | -6 | 3 | 2 | 0.3 | 14 | 1
CCOC(=O)CC1C(=O)NCCN1C1CCCC1 (centres undefined) | 1 | -1 | -2.1 | 96 | -2 | 5 | -4 | 0.0 | -3 | 6
COC(=O)c1c(SCC(=O)Nc2ccc(C)cc2)nc(=O)[nH]c1C | 0 | 2 | -2.5 | 100 | -4 | 6 | 5 | -0.3 | 2 | -1
CCOC(=O)C1=C(C)NC(=O)NC1c1ccc(N(C)C)cc1 (centres undefined) | -4 | -1 | -1.9 | 97 | -7 | -6 | -2 | 0.1 | 11 | -3
COc1ccc(S(=O)(=O)Nc2ccc(O)c(Sc3ncn[nH]3)c2)cc1 | -5 | -1 | 1.1 | 147 | nt | 0 | 3 | 0.4 | nt | 2
CC(C)CCn1c(C(C)O)nc2ccccc21 (centres undefined) | -2 | 0 | -2.3 | 95 | -6 | 0 | -4 | 0.4 | -4 | 4
O=C(NCc1cccnc1)c1ccc([N+](=O)[O-])o1 | -4 | 16 | 0.8 | 102 | -5 | 1 | -30 | 1.7 | 1 | 1
O=C(N/C(=C\c1ccc(-c2ccccc2)o1)C(=O)N1CCOCC1)c1ccccc1 | -5 | 2 | 0.4 | 103 | -6 | -7 | 31 | -0.6 | -10 | -1
CCOc1ccc(NC(=O)c2ccccc2CO)cc1 | -9 | 0 | -1.2 | 111 | nt | -3 | -14 | 0.0 | nt | -5
COc1ccccc1N1C(=O)C2C3C=CC(CC3)C2C1=O (centres undefined) | -2 | 3 | -0.5 | 100 | -5 | 6 | -3 | 0.1 | 6 | 3
C=CC[n+]1c(-c2ccc(C)cc2)csc1Nc1ccc(NC(C)=O)cc1 | 0 | -3 | 4.8 | 96 | -3 | 16 | -9 | 1.0 | -14 | -3
CCC(C)NC(=O)C1CCN(S(=O)(=O)c2cc([N+](=O)[O-])ccc2Cl)CC1 (centres undefined) | 10 | 2 | 2.0 | 93 | -16 | -13 | -8 | -0.1 | -1 | 24*
CCN(CC)C(=O)c1ccccc1NS(=O)(=O)c1ccc(C)cc1 | -1 | 0 | -1.5 | 95 | -6 | -1 | 3 | 0.2 | 0 | -5
Cc1nnc(SCCn2c(N(C)Cc3ccccc3)nc3c2c(=O)[nH]c(=O)n3C)s1 | nt | 2 | -1.2 | 97 | -3 | -6 | 6 | -0.3 | 62* | -3
O=S(=O)(NC(=S)NC1CCCCC1)c1ccccc1 | -6 | -2 | -1.3 | 99 | -3 | -2 | 0 | 0.1 | 9 | 1
O=C(CCc1nnc2n(Cc3ccccc3)c(=O)c3ccccc3n12)NCCCN1CCCCC1 | -12 | 0 | -1.4 | 104 | -3 | 14 | 0 | -0.1 | -3 | -7

Bioassay records deposited in PubChem BioAssay by several laboratories.
